RAD54 inh = inhibitors of human RAD54 branch migration | AID 602329 | inhibition, % at 10.4 µM | RAD54 Holliday junction branch migration, FAM/BHQ fluorescence | Q92698 | 360,000 compounds, 0.14% hits;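 active = mean normalized replicate activity at least 40 and at least half of replicates scoring 40 or more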;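 note: 0% = median of neutral control wells and 100% = median of positive control wells; inhibitors cause a drop in the FAM fluorescence signal; in these data hits start at about 50%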
E-selectin induc = E-selectin induction on HUVECs. AID 686992. HUVEC E-selectin immunofluorescence imaging; normalized: neutral wells 0, TNF-alpha wells 100. P16581. activation, % at 7.58 µM. 260,000 compounds, 0.37% hits;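 active = mean E-selectin-positive cell signal at least 10% of the positive control, reached in at least 60% of replicates, without over 20% cell loss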;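 note: in these data hits start at about 27%; measured in HUVEC primary endothelial cells; signal is the percent of cells scored E-selectin positive by PE staining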
Target sequence (P16581 whole entry, looked up): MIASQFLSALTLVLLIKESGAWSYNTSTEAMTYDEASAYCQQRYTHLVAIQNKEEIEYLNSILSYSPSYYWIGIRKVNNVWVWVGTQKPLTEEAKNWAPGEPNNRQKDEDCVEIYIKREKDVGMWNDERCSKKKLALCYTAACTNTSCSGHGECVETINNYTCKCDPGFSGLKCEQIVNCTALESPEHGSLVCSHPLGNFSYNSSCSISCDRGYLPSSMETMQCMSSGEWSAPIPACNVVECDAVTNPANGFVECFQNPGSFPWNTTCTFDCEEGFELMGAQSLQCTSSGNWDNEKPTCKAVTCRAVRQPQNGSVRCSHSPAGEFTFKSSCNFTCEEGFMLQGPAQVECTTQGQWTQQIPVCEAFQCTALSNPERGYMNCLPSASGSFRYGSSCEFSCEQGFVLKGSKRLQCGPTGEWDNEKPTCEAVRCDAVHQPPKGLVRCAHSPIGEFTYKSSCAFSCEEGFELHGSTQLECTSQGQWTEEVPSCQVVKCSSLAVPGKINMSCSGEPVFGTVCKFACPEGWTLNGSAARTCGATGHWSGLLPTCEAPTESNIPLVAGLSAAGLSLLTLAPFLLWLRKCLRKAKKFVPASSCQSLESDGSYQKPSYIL
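Test system: HUVEC | Signal: Immunofluorescence imaging | Read-out: Percent E-selectin-positive cells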
esBAF inh = blocks esBAF chromatin remodeling in mouse ES cells; 350,000 compounds, 2% hits; reporter increase, % at 12.5 µM; Bmi1-luciferase knock-in reporter, 24 h; 100% = twice the neutral-well signal; in the data active = activation above about 40%;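 note: 0% = median of the plate's neutral control wells and 100% = double that signal; a rise in the Bmi1 reporter signal indicates esBAF inhibition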
ERp5 inh = blocks human ERp5 reductase activity on insulin; Q15084; ERp5 insulin aggregation, absorbance 650 nm, 90 min; inhibition, % at 9.99 µM; 350,000 compounds, 0.05% hits;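 active = mean replicate inhibition above about 25%, with every replicate also reaching it, limit read from the data, passing the limit was not always enough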
Target sequence (Q15084 whole entry, looked up): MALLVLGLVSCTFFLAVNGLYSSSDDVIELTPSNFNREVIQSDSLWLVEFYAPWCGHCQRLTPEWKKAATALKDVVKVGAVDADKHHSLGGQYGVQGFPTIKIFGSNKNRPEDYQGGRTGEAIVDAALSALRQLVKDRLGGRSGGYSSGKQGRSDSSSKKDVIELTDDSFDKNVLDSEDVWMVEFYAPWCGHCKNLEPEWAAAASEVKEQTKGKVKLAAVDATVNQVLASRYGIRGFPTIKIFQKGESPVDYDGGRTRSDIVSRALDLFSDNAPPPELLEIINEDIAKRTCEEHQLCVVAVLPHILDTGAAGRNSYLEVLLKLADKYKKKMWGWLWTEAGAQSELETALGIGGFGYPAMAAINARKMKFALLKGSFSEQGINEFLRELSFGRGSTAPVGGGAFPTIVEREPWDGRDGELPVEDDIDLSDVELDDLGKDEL
RAD52 anneal inh = inhibitors of human RAD52 DNA annealing. recombinant RAD52 DNA annealing, FRET fluorescence. P43351. inhibition, % at 18.7 µM. 360,000 compounds, 0.46% hits;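 active = every replicate showing at least 50% inhibition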
ERAP1 inh = blocks human ERAP1 aminopeptidase activity. Q9NZ08. recombinant ERAP1, Leu-AMC fluorescence, 60 min. inhibition, % at 10.7 µM. 340,000 compounds, 0.15% hits. AID 652197;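 active = mean replicate inhibition of at least 30%, or all replicates individually reaching that 30% level; inactive = mean below 30% and not every replicate reaching it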;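 note: 0% = neutral control wells and 100% = L-leucinethiol positive control wells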
XiGFP reactiv = reactivates the inactive X chromosome in mouse fibroblasts. XiGFP mouse fibroblasts, % GFP-positive cells imaging, 3 d; cells co-treated with 5-aza-dC sensitizer; scaled so ellipticine positive control = 100%. activation, % at 7.58 µM. 360,000 compounds, 0.055% hits. AID 743238;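 active = mean normalized replicate activation at least 10% and every replicate at or above 10%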;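 note: 0% = median of on-plate neutral control wells and 100% = ellipticine 6 µM median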
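Assay system – SV40-immortalized XiGFP fibroblast cells, line 68-5-11 · Buffer or medium – DMEM supplemented with 5-aza-dC as sensitizing agent · Dosing – one concentration, pinned · Benchmarks – positive control ellipticine, 6 µM final · Times – 3 days compound exposure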
S100A4 MyoIIA = S100A4-myosin IIA interaction inhibition | S100A4/TAMRA-MyoIIA peptide fluorescence polarization | 360,000 compounds, 0.14% hits | inhibition, % at 10.7 µM | P26447;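 active = mean inhibition of at least 70% across replicates, with every replicate also reaching that level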
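Material: S100A4 monomer protein / Buffer or medium: 50 mM HEPES pH 7.2, 10 mM CaCl2, 100 mM KCl / Times: 5 min incubation before reading / Benchmarks: neutral control DMSO, positive control TFP / Reagent: labelled myosin peptide probe, 5 nM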
Starred values were filed as active, the others as inactive; . = no result given. Rows are unselected; any-hit rate near 2.5%.

no.	Compound	RAD54 inh	E-selectin induc	esBAF inh	ERp5 inh
1	CC(C)c1ccccc1OCC(O)CN1CCN(S(=O)(=O)c2ccc([N+](=O)[O-])cc2)CC1 (centres undefined)	5	.	-4	2
2	CN(CC(=O)Nc1ccc(F)c(F)c1F)C(=O)C1CCCN1C(=O)c1cccs1 (centres undefined)	10	0.2	-1	0
3	O=C(C1=NN[C@@H]2C(=O)N(Cc3ccccc3)C(=O)[C@H]12)c1ccc([N+](=O)[O-])cc1	.	9.5	.	2
4	Cc1ccc(N2C(=O)c3ccccc3C2=O)nc1	1	0.0	5	-2
5	CCNc1c(NC(=O)COc2ccc(Cl)cc2)c(=O)oc2ccccc12	4	.	-1	-3
6	CCOc1ccc(-n2c(SCc3ccc([N+](=O)[O-])cc3)nnc2-c2ccc(OC)cc2)cc1	.	0.8	.	4
7	CC1(C)Cc2c(sc(NC(=O)COc3ccc(Cl)cc3Cl)c2C(N)=O)C(C)(C)N1	-11	24	-16	1
8	O=C(NC1CCN(C(=O)NC2CCCCC2)CC1)c1cccc(F)c1	-9	.	-1	5

no.	RAD52 anneal inh	ERAP1 inh	XiGFP reactiv	S100A4 MyoIIA
1	-14	-4	0.2	-3
2	-17	-1	0.1	1
3	-4	3	0.1	0
4	-6	0	0.1	-1
5	-3	0	0.0	6
6	-21	-1	0.1	3
7	-12	-3	0.2	-3
8	-16	2	0.0	23

(next part)
no.	Compound	RAD54 inh	E-selectin induc	esBAF inh	ERp5 inh
9	O=C(CN1C(=O)c2ccccc2C1=O)NCCc1c[nH]c2ccc(Cl)cc12	.	5.7	.	2
10	CCN(CC)S(=O)(=O)c1ccc(N2CCCC2)c(NC(=O)c2ccc(OC)cc2OC)c1	.	1.2	3	14
11	CN(C)S(=O)(=O)Nc1cc(Cl)cc(Cl)c1	.	.	.	3
12	O=C(Nc1cccc(F)c1)N1CC(=O)N2[C@H](CO)[C@H](c3ccc(-c4ccccc4)cc3)[C@H]2C1	.	0.1	.	-5
13	COc1ccc(C2=NOC(C(=O)Nc3ccc4c(c3)OCCO4)C2)c(OC)c1 (centres undefined)	1	0.1	0	-1
14	CC1(C)Cc2nc3sc4c(NCCO)ncnc4c3cc2CS1	-1	-2.4	16	-2
15	OC(c1cc(-c2cccc(Cl)c2)nc2ccccc12)C1CCCCN1 (centres undefined)	2	-0.8	-13	2
16	CC(OC(=O)CCOc1ccccc1)C(=O)NC1CC1 (centres undefined)	4	6.0	0	12

no.	RAD52 anneal inh	ERAP1 inh	XiGFP reactiv	S100A4 MyoIIA
9	-21	5	0.0	5
10	-16	-4	0.0	0
11	-10	1	0.0	2
12	-12	3	0.2	-10
13	-10	3	0.1	-3
14	-21	2	0.0	-8
15	32	-2	0.0	-2
16	2	0	-0.1	3

(continued)
no.	Compound	RAD54 inh	E-selectin induc	esBAF inh	ERp5 inh
17	CC(O)Cn1c(N2CCCC2)nc2c1c(=O)[nH]c(=O)n2C (centres undefined)	-3	.	-5	2
18	Cc1cccc(N2CCN(C(=O)c3cc(S(=O)(=O)N(C)C)ccc3N3CCCC3)CC2)c1C	-13	-1.6	-1	1
19	COc1cccc(S(=O)(=O)N[C@@H]2C=C[C@@H](CC(=O)NCc3ccc(F)cc3)O[C@@H]2CO)c1	-4	0.1	3	-2
20	CCn1ncc(Br)c1C(=O)Nc1ccccc1OC	.	.	.	-3
21	C[C@@H]1CN([C@H](C)CO)C(=O)c2cc(NC(=O)CCN3CCOCC3)ccc2O[C@@H]1CN(C)Cc1ccc(C(=O)Nc2ccccc2N)cc1	-21	-1.2	-9	-1
22	CC(C)(C)N1CC(C(=O)Nc2ccc(C#N)cc2)CC1=O (centres undefined)	-10	0.2	-3	4
23	Cc1ccc(C(=O)N2CCN(S(=O)(=O)c3ccccc3)CC2)cc1	.	.	.	-2
24	CCN(CC(=O)Nc1ccc(NC(C)=O)cc1)C(=O)/C=C/c1c(C)nn(-c2ccc(F)cc2)c1Cl	4	-0.4	4	1

no.	RAD52 anneal inh	ERAP1 inh	XiGFP reactiv	S100A4 MyoIIA
17	-13	-6	0.0	-6
18	-15	-1	0.0	4
19	-3	4	0.8	0
20	-7	-2	0.0	2
21	12	1	-0.5	1
22	-22	.	0.3	-6
23	14	-29	0.1	23
24	-27	2	0.1	0

New compounds follow
no.	Compound	RAD54 inh	E-selectin induc	esBAF inh	ERp5 inh
25	Nc1ccn([C@@H]2O[C@H](CNCc3cc(Cl)ccc3OCc3ccc(Cl)cc3)[C@@H](O)[C@H]2O)c(=O)n1	10	-0.7	0	3
26	CCC(=O)N1CCCCN2[C@H](CO)[C@@H](c3ccc(/C=C/c4ccccc4)cc3)[C@H]2C1	-7	-0.4	.	-9
27	NC(=O)c1ccc[n+](CC(=O)c2ccc(Br)cc2)c1	.	1.8	.	-2
28	O=C(Nc1ccccc1)c1ccc(-c2ccccc2C(F)(F)F)o1	0	0.0	52*	1
29	CCOC(=O)COc1cc(O)c2c(=O)cc(-c3ccccc3)oc2c1	.	.	-5	-2
30	CO[C@@H]1CN(C)C(=O)c2ccc(NS(C)(=O)=O)cc2OC[C@@H](C)N(CCC(F)(F)F)C[C@@H]1C	3	0.1	-3	5
31	CC(=O)Nc1cc(-c2ccc(N)cc2)cn2c(-c3cccc(C(F)(F)F)c3)cnc12	1	0.0	-8	-4
32	CC(C)N(C(=O)c1nn(C)c2c1CSc1ccccc1-2)C1CCCCC1	5	.	-1	-3

no.	RAD52 anneal inh	ERAP1 inh	XiGFP reactiv	S100A4 MyoIIA
25	-3	2	0.1	-3
26	-6	2	0.0	-3
27	-28	-2	0.0	4
28	-53	.	0.9	-4
29	-7	2	0.0	0
30	-8	1	-0.2	14
31	-34	0	-0.1	-5
32	-2	2	0.1	-1

(continued)
no.	Compound	RAD54 inh	E-selectin induc	esBAF inh	ERp5 inh
33	C[C@]1(C(=O)O)C=C[C@@H](Cc2ccccc2)N1C(=O)c1ccccc1	4	0.0	-3	3
34	COc1ccc(S(=O)(=O)NC(C)C(=O)NCc2cccnc2)cc1C (centres undefined)	8	0.1	-7	6
35	Cc1ccnc(SCc2cc(=O)c(OC(=O)c3ccccc3)co2)n1	.	0.0	-4	0
36	COc1ccc(CN(C)C[C@H]2Oc3ccc(NC(=O)C4CCCCC4)cc3CC(=O)N([C@@H](C)CO)C[C@@H]2C)cc1	3	.	-2	0
37	C[C@H]1CCCCO[C@H](CN(C)C(=O)Nc2ccc3c(c2)OCO3)[C@@H](C)CN([C@@H](C)CO)C(=O)c2cc(NS(=O)(=O)c3ccccc3)ccc2O1	2	0.6	-2	-8
38	COc1cccc(C2CC(C(F)(F)F)n3nc(C(=O)Nc4c(C)n(C)n(-c5ccccc5)c4=O)cc3N2)c1 (centres undefined)	2	0.1	-4	-11
39	CC(=O)N(C)c1ccc(NCc2cc(=O)oc3cc(C)c(O)cc23)cc1	23	.	80*	-7
40	Cc1ccc(CNC(=O)COC(=O)c2ccc(Cl)c(N)c2)cc1	3	1.8	.	3

no.	RAD52 anneal inh	ERAP1 inh	XiGFP reactiv	S100A4 MyoIIA
33	-5	-2	-0.2	-1
34	-10	-3	0.0	6
35	-21	1	-0.1	1
36	2	0	1.1	10
37	2	3	0.3	6
38	-14	-3	-0.1	-13
39	-34	-1	0.0	-7
40	-20	-4	0.2	-5

The listing continues.
no.	Compound	RAD54 inh	E-selectin induc	esBAF inh	ERp5 inh
41	COC(=O)c1sc(C(C)(C)C)cc1CS(=O)(=O)c1ccccn1	.	.	.	3
42	CN1CCN(C(=O)c2ccc3c(c2)N(C)C(=O)/C(=C/c2cccc(Cl)c2)S3)CC1	8	0.0	-2	3
43	COc1cc(NC(=O)CN2CCN(C(=O)C3CCCO3)CC2)c(OC)cc1Cl (centres undefined)	-6	0.1	-2	5
44	C/C=C/c1ccc2c(c1)O[C@@H](CN(C)C(=O)C1CCOCC1)[C@H](C)CN([C@H](C)CO)S2(=O)=O	0	0.3	-3	6
45	CO[C@@H]1CN(C)C(=O)c2ccc(NC(=O)c3cccc(F)c3)cc2OC[C@H](C)N(C)C[C@H]1C	-9	-0.1	4	-1
46	CCCNC(=O)N1CC2(CCN(Cc3ccccn3)CC2)c2c(n(C)c3cc(OC)ccc23)[C@H]1CO	.	-0.1	.	6
47	O=C(c1cccs1)N1CCc2c([nH]c3ccccc23)C1c1ccccn1 (centres undefined)	.	-0.1	.	0
48	COc1ccc(CN(CC(=O)NCc2ccccc2)C(=O)CCC(=O)Nc2cc(C)ccn2)cc1	-4	.	-1	1

no.	RAD52 anneal inh	ERAP1 inh	XiGFP reactiv	S100A4 MyoIIA
41	-1	-3	-0.1	-20
42	17	5	0.0	3
43	-3	-2	0.1	12
44	-8	1	-1.3	8
45	-1	0	0.4	11
46	7	1	1.3	6
47	-18	-3	0.4	-2
48	-5	-2	0.3	-10

Entries of single compounds, looked up by structure. Order of screens: RAD54 inh, E-selectin induc, esBAF inh, ERp5 inh, RAD52 anneal inh, ERAP1 inh, XiGFP reactiv, S100A4 MyoIIA
Record of CCOC(=O)COc1cc(O)c2c(=O)cc(-c3ccccc3)oc2c1 → ., ., -5, -2, -7, 2, 0.0, 0
Record of O=C(CN1C(=O)c2ccccc2C1=O)NCCc1c[nH]c2ccc(Cl)cc12 → ., 5.7, ., 2, -21, 5, 0.0, 5
Record of C[C@@H]1CN([C@H](C)CO)C(=O)c2cc(NC(=O)CCN3CCOCC3)ccc2O[C@@H]1CN(C)Cc1ccc(C(=O)Nc2ccccc2N)cc1 → -21, -1.2, -9, -1, 12, 1, -0.5, 1
Record of CC(=O)N(C)c1ccc(NCc2cc(=O)oc3cc(C)c(O)cc23)cc1 → 23, ., 80*, -7, -34, -1, 0.0, -7

(cont.)
no.	Compound	RAD54 inh	E-selectin induc	esBAF inh	ERp5 inh
49	NC(=O)C1CCN(c2ncc(C(F)(F)F)cc2Cl)CC1	.	.	.	4
50	CC(C)n1cc(CNC(=O)C2CCC(=O)N(Cc3ccccc3F)C2)cn1 (centres undefined)	-19	.	-1	3
51	CCCC(=O)OCC(=O)Nc1cc(Cl)ccc1[N+](=O)[O-]	.	0.7	.	1
52	CC(Sc1ncnc2sccc12)C(=O)Nc1ccc(S(N)(=O)=O)cc1 (centres undefined)	.	0.2	.	-1
53	N#C[C@@H]1[C@@H](c2ccc(C3=CCCCC3)cc2)[C@H](CO)N1C(=O)Cc1ccncc1	-15	1.4	-6	-3
54	COc1ccc(NC(=O)CN2C(=O)c3ccccc3Sc3ccc(C(=O)N4CCOCC4)cc32)c(OC)c1	-2	2.0	-1	2

no.	RAD52 anneal inh	ERAP1 inh	XiGFP reactiv	S100A4 MyoIIA
49	-13	0	0.0	0
50	-1	-2	0.2	-1
51	0	3	0.0	1
52	-51	3	-0.1	-1
53	-37	3	-0.1	-18
54	-1	-1	-0.1	-6

Screens deposited in PubChem BioAssay by Broad Institute.
